From PubChem BioAssay
SDO1 yeast rescue = sdo1-depleted yeast growth rescue. S. cerevisiae sdo1-depleted JHY4D growth rescue, OD600 30 h; stronger effect = higher value; pdr5 snq2 efflux-pump mutant strain. z-score at 10 µM. hit rate 0.21% among 140,000. AID 817;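 active means z-score above 3 at both the 24 hr and the 30 hr optical density reads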;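 further: z-score against mean and SD of all compound wells on the same plate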
Insulin prom inh = TRM-6 insulin promoter activity inhibition | hit rate 0.9% among 130,000 | inhibition, % at 2 µM | TRM-6 cells (human fetal islet line), insulin promoter-eGFP reporter, imaging; reporter expression induced with tamoxifen | AID 1273;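 active means inhibition above the mean plus 3 SD, with well images judged a real hit on visual review, cut at about 60% in these data, passing the limit was not always enough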
SDO1 yeast rescue Rescue 24 h = recorded beside SDO1 yeast rescue, whose call it bears; z-score; S. cerevisiae sdo1-depleted JHY4D growth rescue, OD600; measured here: growth rescue at 24 h;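 0 is the plate mean of compound wells and units are plate SD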
An asterisk follows results filed as active; i = inactive; / = not tested or not shown. A portion of the library. The share of hits here may be higher or lower than overall.

SMILES	SDO1 yeast rescue	SDO1 yeast rescue Rescue 24 h	Insulin prom inh
O=c1cc(CO)oc(C(Nc2ccccn2)c2cccc(F)c2)c1O (stereo unspecified)	0.5	-0.22	/
COc1cccc(NC(=O)c2oc3ccccc3c2NC(=O)C2CC2)c1	-0.73	-1.4	0
CSc1ccccc1NC(=O)c1ccc(Br)o1	0.86	0.59	-23
CCc1nc2oc3cc(OC)ccc3c(=O)c2c(=O)n1Cc1ccco1	0.1	0.12	10
COc1cccc(/C=N/NC(=O)C(=O)N2CCCC2)c1	/	/	-50
CC(C)OC(=O)CSc1nc2c(c(C3CC=CCC3)c1C#N)CCC2 (stereo unspecified)	0.38	0.4	16
COc1nccnc1NS(=O)(=O)c1ccc(NC(=S)NC(=O)c2ccccc2)cc1	0.47	0.5	-39
COc1ccc(-c2c(C)nc(N)nc2-c2ccc(OCc3ccc(C)cc3)cc2O)cc1OC	-0.98	0.68	-50
N/C(CCN1CCCCC1)=N/O	-0.91	-0.62	32
O=S(=O)(Nc1ccc(-c2cn3c(n2)SCC3)cc1)c1cccs1	/	/	13
COc1cc(CNC2CCCc3ccccc32)cc(OC)c1OC (stereo unspecified)	0.96	0.38	12
O=S(=O)(N/N=C\c1cccn1-c1ccccc1)c1ccc2ccccc2c1	-0.36	-0.47	-13
COCCCNC(=O)CCCOc1ccccc1	0.66	-0.3	/
COc1ncnc2c1N=C1CC(C)(C)CC(N)=C1S2	0.72	0.06	/
COc1ccc(C(=O)NCc2cccnc2)cc1	0.46	0.72	-20
Cc1ccnc(NS(=O)(=O)c2cc([N+](=O)[O-])ccc2C)c1	/	/	-13
CCn1ncc(C2=NOC(C(=O)Nc3ccccc3C(=O)OC)C2)c1C (stereo unspecified)	0.07	0.07	-23
COc1ccc(Nc2nc(-c3cccs3)cs2)c(OC)c1	-0.23	1.4	i
Cc1ccc(/C=N/Nc2ccnc3cc(Cl)ccc23)c(C)c1	-2.2	-2.4	/
O=C(Nc1nc(-c2ccccc2)c(C(=O)c2ccccc2)s1)c1ccc(S(=O)(=O)N2CCCCC2)cc1	0.1	0.65	12
CCCCN(CCCC)CC1OCc2ccccc2CO1	1.2	1.1	33
COc1ccc(N2C(=O)N(Cc3ccc(C)cc3)c3ccccc3S2(=O)=O)cc1	/	/	-27
CCCCCCNC(=O)CC(NS(=O)(=O)c1ccc(NC(C)=O)cc1)C(C)C (stereo unspecified)	1.6	1.4	/
CCOC(=O)CSC1=C(C#N)C(c2ccco2)C(C(=O)OCc2ccccc2)=C(C)N1 (stereo unspecified)	-0.26	-0.22	50
CCOc1ccc(-c2nnn(CC(=O)NCc3cccs3)n2)cc1	-0.41	-0.55	/
COc1ccc(N/N=C(/N=Nc2nc(C)cc(=O)[nH]2)c2ccccc2)cc1	-2.1	-1.1	-6
CCn1c(-c2ccccc2)c(C(=O)CCl)c2ccccc21	/	/	i
CC(=O)Nc1nonc1-c1ccccc1	-0.61	-0.22	/
COc1cc(/C=C/C(=O)c2ccc(NS(=O)(=O)c3ccc(C)cc3)cc2)ccc1OC(F)F	-0.16	0.11	7
O=C(COC(=O)COc1ccc(Br)cc1)NCCC1=CCCCC1	0.04	-0.52	/

Looked up above:
O=C(Nc1nc(-c2ccccc2)c(C(=O)c2ccccc2)s1)c1ccc(S(=O)(=O)N2CCCCC2)cc1 – SDO1 yeast rescue: 0.1
CC(=O)Nc1nonc1-c1ccccc1 – SDO1 yeast rescue: -0.61
CCOC(=O)CSC1=C(C#N)C(c2ccco2)C(C(=O)OCc2ccccc2)=C(C)N1 (stereo unspecified) – SDO1 yeast rescue: -0.26
O=C(COC(=O)COc1ccc(Br)cc1)NCCC1=CCCCC1 – SDO1 yeast rescue Rescue 24 h: -0.52

(listing goes on)
SMILES	SDO1 yeast rescue	SDO1 yeast rescue Rescue 24 h	Insulin prom inh
C=CCn1c(-c2cc(Cl)ccc2OC)n[nH]c1=S	-0.07	-0.7	/
CC1CCc2c(sc3nc(CN4CCOCC4)nc(NS(=O)(=O)c4cccc([N+](=O)[O-])c4)c23)C1 (stereo unspecified)	-0.74	-0.62	/
O=C(CCN1CCOCC1)NNC(=O)/C(=C/c1ccccc1)NC(=O)c1ccccc1	/	/	0
N#Cc1c(-c2ccccc2)ccnc1Oc1ccccc1	-0.95	-0.19	16
CCOc1ccc(-n2c(=S)sc3c(=O)[nH]c(SCC(=O)N4CCC(C)CC4)nc32)cc1	0.28	-0.51	8
CCOc1cc(S(=O)(=O)Nc2ccc(Cl)cn2)ccc1Cl	-0.48	-0.41	2
O=C(CCCC(=O)OCC(=O)c1ccc(Cl)cc1Cl)Nc1cc(C(F)(F)F)ccc1Cl	-0.82	-0.24	17
CCOC(=O)C1C(=O)NC(N2CCN(CC)CC2)=NC1c1ccccc1 (stereo unspecified)	1.5	0.37	/
Cc1ccc(-c2cc(C(F)F)nc(S(C)(=O)=O)n2)cc1	/	/	27
CCOc1cc(C(=O)Nc2ccc3c(c2)OCO3)ccc1OC(F)F	-1.4	-0.33	/
COCCn1c(=S)[nH]c2cc(C(=O)N3CCC(C(N)=O)(N4CCCCC4)CC3)ccc2c1=O	0.18	0.06	50
CCN(CC)S(=O)(=O)c1cccc(NC(=O)CN(C)C2CCCCC2)c1	/	/	-60
Cc1cccc(/C=N/n2c(-c3ccccn3)n[nH]c2=S)c1	0.98	0.99	/
COc1ccc(C(C)(C)C)cc1NC(=O)c1cc(S(=O)(=O)N(C)C)ccc1N1CCCC1	-0.29	-0.58	/
CCc1nnc(NC(=O)c2cccc(S(=O)(=O)N3CCN(c4ccccc4)CC3)c2)s1	0.13	1.2	/

The last 7 entries of the section before open the next one:
SMILES	SDO1 yeast rescue	SDO1 yeast rescue Rescue 24 h	Insulin prom inh
Cc1ccc(-c2cc(C(F)F)nc(S(C)(=O)=O)n2)cc1	/	/	27
CCOc1cc(C(=O)Nc2ccc3c(c2)OCO3)ccc1OC(F)F	-1.4	-0.33	/
COCCn1c(=S)[nH]c2cc(C(=O)N3CCC(C(N)=O)(N4CCCCC4)CC3)ccc2c1=O	0.18	0.06	50
CCN(CC)S(=O)(=O)c1cccc(NC(=O)CN(C)C2CCCCC2)c1	/	/	-60
Cc1cccc(/C=N/n2c(-c3ccccn3)n[nH]c2=S)c1	0.98	0.99	/
COc1ccc(C(C)(C)C)cc1NC(=O)c1cc(S(=O)(=O)N(C)C)ccc1N1CCCC1	-0.29	-0.58	/
CCc1nnc(NC(=O)c2cccc(S(=O)(=O)N3CCN(c4ccccc4)CC3)c2)s1	0.13	1.2	/
CC(C)(C)Nc1nc(NN)nc(NC(C)(C)C)n1	1.3	3.1	/
COC(=O)CN(C)C(=O)CC1C(=O)NCCN1CC(C)(C)C (stereo unspecified)	/	/	28
Cc1c(NC(=O)COC(=O)/C=C/c2ccc(Cl)cc2)c(=O)n(-c2ccccc2)n1C	/	/	36
COc1ccc(S(=O)(=O)CCC(=O)N2c3ccccc3CC2C)cc1 (stereo unspecified)	-0.93	-1.1	-31
O=C(c1cccnc1)N1N=C(C2CC2)CC1(O)C(F)(F)F (stereo unspecified)	/	/	27
COc1ccc2c(c1)C1CC(C)(NC(=O)C1C(=O)c1ccccc1)O2 (stereo unspecified)	0.3	1	61
Cc1cnc(NC(=O)CSc2nnc(-c3ccncc3)n2C2CCCCC2)s1	1.4	0.92	/
O=C(CON=C1c2ccccc2-c2ccccc21)NC12CC3CC(CC(C3)C1)C2	-0.95	-1	0
CCOC(=O)c1c2n(c3ccc(O)cc13)CCCCC2	-0.43	-0.26	86*
COC(=O)c1cc(NC(=O)Nc2ccccc2)ccc1Cl	-0.21	-0.59	11
CCOc1ccc(-c2n[nH]c(=S)n2/N=C/c2cc3c(cc2[N+](=O)[O-])OCO3)cc1	-1.2	-0.76	-26
COc1ccc(C2C(=O)N(C3CCCCC3)CC(=O)N2Cc2ccc3c(c2)OCO3)cc1 (stereo unspecified)	-0.43	-0.24	/
CC(C)CCn1cnc2c(cnn2-c2ccc(Cl)cc2)c1=O	1.1	-0.53	/
O=C(CN1CCN(c2ccc(O)cc2)CC1)Nc1cc(S(=O)(=O)N2CCCC2)ccc1Cl	/	/	0
Cc1ccc(-c2csc(NC(=O)CSc3nc(C)cc(=O)[nH]3)n2)cc1	0.55	0.28	6

Insulin prom inh, entries above that show a hit.
SMILES	SDO1 yeast rescue	SDO1 yeast rescue Rescue 24 h	Insulin prom inh
CCOC(=O)c1c2n(c3ccc(O)cc13)CCCCC2	-0.43	-0.26	86*

The list goes on.
SMILES	SDO1 yeast rescue	SDO1 yeast rescue Rescue 24 h	Insulin prom inh
C/C(=C/C(=O)N1CCN(C)CC1)C(=O)O	1.7	1.8	36
O=C1NC(=O)/C(=C\c2ccccc2OCc2ccc([N+](=O)[O-])cc2)N1	-0.34	0.17	-41
Cc1ccc(S(=O)(=O)NCC(=O)N(CC(=O)NCc2ccco2)Cc2ccc3c(c2)OCO3)cc1	0.05	-0.93	26
COCCOC(=O)C1=C(C)N=C2SCCC(=O)N2C1c1ccc(C(=O)OC)cc1 (stereo unspecified)	-0.81	-0.98	-33
CCOc1ccc(S(=O)(=O)Nc2cccc(N(C)S(C)(=O)=O)c2)cc1	-0.48	-1.5	37
CCOc1ccc(-c2nnc(-c3ccccc3)o2)cc1	-0.64	-0.2	69
CCOC(=O)c1c(NC(=O)c2ccnn2C)sc(C)c1C	-0.41	0.84	40
CN1C2C=C3C(C#N)=C(N)C(C#N)(C#N)[C@@H](c4cccs4)C3C1CC2 (stereo partly specified)	0.22	-0.19	14
c1ccc(-c2csc3ncnc(N4CCOCC4)c23)cc1	/	/	29
CN1CCCN(C(c2ccccc2)c2ccc(Cl)cc2)CC1 (stereo unspecified)	0.41	-0.08	-55
CCC(C)Nc1nc2c(c(=O)[nH]c(=O)n2C)n1CCC(C)C (stereo unspecified)	1.2	0.91	32
Cc1ccc(-c2n[nH]c(=S)n2/N=C\c2ccco2)cc1	-0.44	-0.52	0
CCc1nc2ccc(C(=O)O)cc2nc1CC	0.58	0.05	0
Cc1ccc2c(c1)c(N=NC(N)=O)c(O)n2C	/	/	13
CC1(C)NC(=O)N(CC(O)Cn2nnc3ccccc32)C1=O (stereo unspecified)	0.93	-0.03	0
CC(C)c1onc(C(=O)NC2CCCC2)c1[N+](=O)[O-]	/	/	-53
O=C(O)CCC(=O)N1CCc2cc(S(=O)(=O)Nc3ccc4c(c3)OCCO4)ccc21	-0.88	-0.37	/
CN(c1ccc(C(=O)NCCSC(C)(C)C)cc1)S(=O)(=O)c1ccccc1	/	/	0
C=CCn1cc([N+](=O)[O-])nc1C	-0.04	-0.88	24
CCCCn1c(N)c(N(CCC(C)C)C(=O)CSc2nnc3ccccn23)c(=O)[nH]c1=O	1.3	0.84	-19
COc1cc(C2Nc3cc(Cl)c(S(N)(=O)=O)cc3S(=O)(=O)N2)ccc1OCc1ccccc1 (stereo unspecified)	-0.6	-0.82	-27
Cc1cccn2c(=O)c(C=O)c(Sc3ncccn3)nc12	/	/	28
O=C(CSc1nnc(-c2ccncc2)o1)N1CCc2ccccc2C1	/	/	18
CC12C(=O)N(c3cccc4cccnc34)C(=O)C1C1C=CC2C1 (stereo unspecified)	0.37	-0.23	/
CCCC(=O)N1CCN(c2ccc(NC(=O)c3cc4ccccc4o3)cc2)CC1	-0.51	-0.18	-69
NNC(=O)COc1cccc(Oc2ccccc2)c1	/	/	0
CCOc1ccc(Cn2c3ccc(OC)cc3c3nc4ccccc4nc32)cc1OC	-0.09	0.41	-81
CCOc1ccc(N2C(=O)/C(=C/c3ccc(C)o3)N(C)C2=S)cc1	-0.8	-0.23	30
O=C(N1CCOCC1)N1CCN(CC(O)COc2ccc3ccccc3c2)CC1 (stereo unspecified)	0.77	0.18	67
CCOC(=O)c1cn(-c2c(Cl)cccc2Cl)c2cc(Cl)c([N+](=O)[O-])cc2c1=O	-1.3	0.29	21
CCOC(=O)c1cnc(SC)nc1Oc1cccc(NS(=O)(=O)c2ccccc2)c1	0.43	0.9	30
O=C(O)CCc1ccc(-c2ccc(F)cc2)n1CC(=O)O	-0.28	-0.51	10
CCCOc1ccc(-c2cnc(N)s2)cc1	0.47	0.78	-18
COc1cc(C)c(S(=O)(=O)N2CCCC2)cc1C	-0.74	-0.66	21
Fc1ccccc1CNC(=S)Nc1cccc(C(F)(F)F)c1	-1.7	-2	14
O=C(NCCc1ccccc1)C(=O)NCc1ccncc1	0.33	0	0
CCCCn1c(SCC(=O)Nc2sc3c(c2C(N)=O)CCC3)nnc1-c1ccccc1	/	/	-17
O=C(Nc1c(-c2ccccc2)nc2ncccn12)c1cc2ccccc2oc1=O	-0.19	0.8	22
O=C(NC1CC1)c1ccc2c(c1)C1C3CCC(C3)C1C(c1ccccc1)N2 (stereo unspecified)	-1.2	-1.5	/
COc1ccc(CCC(C)Nc2ccccc2F)cc1 (stereo unspecified)	1.1	0.46	/
CC12CCC(C(=O)Nc3cccc4ccccc34)(C1Br)C2(C)C (stereo unspecified)	-1.1	-0.83	6
COc1ccc(-c2nn(-c3ccccc3)cc2/C=C(\C#N)S(=O)(=O)c2ccccc2)cc1OC	-0.51	0.37	-46
CCN(CC(=O)Nc1ccc(Br)c(C)c1)CC(=O)NC(C)C	/	/	-91
O=C(NCc1ccco1)c1cc2nc(-c3cccs3)cc(C(F)(F)F)n2n1	-0.16	0.15	-31
CC(C)CCOc1ccc(C(=O)C[N+]2(C)CCOCC2)cc1	0.27	0.08	43
COc1ccc(N2C(=O)CC(N3CCN(c4ccc(S(C)(=O)=O)cc4)CC3)C2=O)cc1 (stereo unspecified)	0.75	1.2	-16

4 entries drawn at random from those above, as already listed:
SMILES	SDO1 yeast rescue	SDO1 yeast rescue Rescue 24 h	Insulin prom inh
O=C(NCc1ccco1)c1cc2nc(-c3cccs3)cc(C(F)(F)F)n2n1	-0.16	0.15	-31
CCN(CC(=O)Nc1ccc(Br)c(C)c1)CC(=O)NC(C)C	/	/	-91
Fc1ccccc1CNC(=S)Nc1cccc(C(F)(F)F)c1	-1.7	-2	14
O=C(Nc1c(-c2ccccc2)nc2ncccn12)c1cc2ccccc2oc1=O	-0.19	0.8	22
